FID counter: displaces DNA intercalator in HCV helicase counter-screen | AID 1845 | inhibition, % at 7.9 µM | DNA fluorescent intercalator displacement, fluorescence | 0.17% of 290,000 active; in the data active means inhibition above about 37%;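 further: 0% = vehicle and 100% = reference compound; higher means more ethidium bromide displaced from hairpin DNA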
VIM-2 inh: blocks Pseudomonas aeruginosa VIM-2 metallo-beta-lactamase; purified VIM-2, nitrocefin hydrolysis, epi-absorbance fluorescence; inhibition, % at 5.6 µM; 0.89% of 290,000 active; AID 1527;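 active means inhibition above the mean of all tested compounds plus 3 SD, cutoff set per screening run, cut at about 7.5% in these data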;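 further: red hydrolysis product quenches plate fluorescence so inhibitors raise well fluorescence; 0% = enzyme with DMSO and 100% = DMSO without enzyme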
MEKK2 WT-MEK5: raises or lowers MEK5 binding to wildtype human MEKK2 PB1 domain. Q9Y2U5. AID 1531. binding response (% of control), % at 10 µM. bead flow cytometry, Alexa488-MEK5 binding to MEKK2 WT; actives lie on both sides. 1.1% of 290,000 active; in the data active means binding response below about 67% or above about 130%
MEKK2 mut-MEK5: signal of MEK5 binding to mutant human MEKK2 PB1 domain; bead flow cytometry, Alexa488-MEK5 binding to MEKK2 mutant; percent response, % at 10 µM; 0.35% of 290,000 active; in the data active means percent response above about 24%, passing the limit was not always enough; further: inactives centre near 1; some results filed as inactive read as strong as hits
PfM18AAP inh: blocks P. falciparum M18 aspartyl aminopeptidase; AID 1822; inhibition, % at 7.35 µM; 1.2% of 290,000 active; recombinant PfM18AAP, H-Glu-NHMec fluorogenic cleavage;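 active means inhibition above the campaign mean inhibition over all tested compounds plus 3 SD, cut at about 28% in these data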;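 further: 0% = plate median of test compound wells and 100% = 2 mM ZnCl2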
NALP1 inh: inhibitors of NALP1 inflammasome in yeast; AID 2071; inhibition, % at 10 µM; S. cerevisiae NALP1/ASC/caspase-1 growth, X-gal OD620, 72 h; 0.61% of 280,000 active; in the data active means inhibition mostly above about 24%, no sharp cut-off; inactive means mostly below about 32%; further: some compounds called inactive have numbers as strong as hits
SUMO HTRF inh: SUMOylation inhibition; AID 2006; inhibition, % at 35 µM; 0.36% of 290,000 active; HTRF SUMOylation assay, SAE1/SAE2 + UBC9, in vitro; P63279; in the data active means inhibition above about 50%, passing the limit was not always enough; further: strong numbers were not always called active
Target sequence (P63279 whole entry, looked up): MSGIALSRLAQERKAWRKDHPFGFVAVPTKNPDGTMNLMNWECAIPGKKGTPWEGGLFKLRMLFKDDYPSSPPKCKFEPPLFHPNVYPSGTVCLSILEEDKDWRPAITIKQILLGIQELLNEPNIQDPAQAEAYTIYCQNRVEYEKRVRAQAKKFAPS
HCV NS3 hel inh: HCV NS3 helicase inhibition; inhibition, % at 10.9 µM; AID 1800; NS3 helicase DNA unwinding, Cy5 molecular beacon fluorescence; 0.56% of 290,000 active;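 active means inhibition above the mean of all tested compounds plus 3 SD, set per campaign, cut at about 35% in these data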;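 further: 0% = DMSO wells and 100% = thioflavine S control wells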
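System: HCV NS3 helicase fragment; control set: DMSO and thioflavine S; technique: Cy5 fluorescence at 0 and 60 min, beacon hairpin quenching; reagent: beacon DNA duplex substrate plus ATP; replicates: singlicate; schedule: 1 h reaction at 25 °C, ATP-initiated; medium: MOPS buffer pH 6.5 with MgCl2, DTT, Tween20, BSA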
IMP-1 inhibitor: blocks Pseudomonas aeruginosa IMP-1 metallo-beta-lactamase; AID 1556; 0.45% of 290,000 active; inhibition, % at 5.6 µM; purified IMP-1, nitrocefin hydrolysis, epi-absorbance fluorescence;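 active means inhibition above the mean plus 3 SD of all compounds in the same screening run, cut at about 4.5% in these data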;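 further: 0% = IMP-1 with DMSO and 100% = DMSO wells lacking enzyme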
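System: Purified IMP-1 | Read-out basis: Percent enzyme inhibition | Controls: IMP-1 with DMSO as 0%, enzyme-free DMSO as 100% | Replicates: One well per compound | Doses: 5.6 µM nominal single concentration | Detection: Epi-absorbance fluorescence, 480 nm excitation, 530 nm emission | Incubation: 25 °C, 15 min preincubation, 25 min reaction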
Active calls of the source: *; . = no result given.

SMILES	FID counter	VIM-2 inh	MEKK2 WT-MEK5	MEKK2 mut-MEK5	PfM18AAP inh	NALP1 inh	SUMO HTRF inh	HCV NS3 hel inh	IMP-1 inhibitor
Cc1cccc(C)c1NC(=O)CN1C(=O)NC(C)(CCc2ccccc2)C1=O (stereo not drawn)	-11	-1.4	98	-2	-1	10	11	5	-2.5
N#CCSc1nc2c(c(C3CC=CCC3)c1C#N)CCC2 (stereo not drawn)	-13	-0.6	95	-4	-1	40	-10	-10	-1.5
N#Cc1c(-c2ccco2)ccn(Cc2cccc(F)c2)c1=O	-11	-0.3	111	0	3	30	38	-2	-1.6
CCn1c2ccccc2c2cc(NC(=O)c3ccc([N+](=O)[O-])cc3)ccc21	29	-1.4	116	6	-1	.	-11	0	-1.4
O=C(CSc1ccc(-c2cccs2)nn1)Nc1ccccc1	-8	-2.2	107	0	-6	6	-2	6	-1.2
COc1cc(/C=C/C(=O)OCC(=O)N2CCOCC2)ccc1OCC#N	4	-3.1	90	-8	1	-1	14	-14	-0.4
O=C(NCCc1ccc(Cl)cc1)C1CCC(CNc2nc(=S)[nH]c3ccccc23)CC1 (stereo not drawn)	0	-0.5	99	-11	1	13	28	-8	-1.1
CN(C)C1=C(Cl)C(=O)N(c2ccc(Cl)c(Cl)c2)C1=O	0	0.2	79	-23	6	.	34	16	0.1
COc1cccc(-c2ccc(NC(=O)C3CCCN(Cc4cnn(C)c4)C3)cc2)c1 (stereo not drawn)	20	-2.5	132	11	-1	16	-1	-28	-2.8
Cc1ccc(-c2noc(COc3ccc4c(c3)OCO4)n2)cc1	3	-1.1	106	8	-1	9	-6	0	-6.3
CC1=C(C)CC(C(=O)Nc2nc(-c3ccc(F)cc3)c(C)s2)C(C(=O)O)C1 (stereo not drawn)	-18	0.8	98	-3	-9	29	12	2	-0.4
CCc1nc2ccc(C(=O)NC3CCC(C)CC3)cc2nc1CC (stereo not drawn)	-31	1.0	102	1	8	18	2	5	-3.4
C/C(=N\NC(=O)c1cccc(N/N=C(\C)c2cc(O)ccc2O)c1)c1cc(O)ccc1O	-12	-1.3	96	-3	40*	-16	-9	30	0.0
Cc1cc(C(=O)C(=O)O)c(C)n1-c1ccc(Cl)c(Cl)c1	-16	-0.1	98	-2	-4	-6	10	7	-1.6
CCOC(=O)C1(S(=O)(=O)c2ccc(Cl)cc2)CCN(Cc2ccc(Cl)cc2)CC1	-11	-1.1	99	-3	-2	-6	-17	-15	-1.3
Cn1c(N2CCN(C(=O)NCc3ccccc3)CC2)nc2ccccc21	-12	-3.0	108	2	4	-4	12	3	-1.7
Cc1cc(C(F)(F)F)nn1CC(=O)N1CCOCC1	6	-1.2	106	3	-15	-25	-8	-6	-2.4
Cc1nc2c(ccc3nc(NC(=O)Cc4ccccc4)sc32)s1	-2	0.6	102	-3	1	30	-17	-30	-3.5
O=c1[nH]c2ccccc2cc1CN(Cc1cccnc1)S(=O)(=O)c1ccc(Cl)cc1	-40	1.1	88	-13	-4	19	-1	-14	-1.1
O=C(NS(=O)(=O)c1ccccc1Cl)c1ccc[nH]1	8	-3.4	108	1	0	27	5	3	-0.8
CCOC(=O)NN1C(=O)c2ccccc2NC12CCCC2	-2	-3.5	97	0	3	8	20	-3	-0.8
CCC(C)(C(=O)NC1CCCC1)N(C(=O)c1ccccn1)c1ccc(C)cc1 (stereo not drawn)	-34	-0.4	107	6	2	5	3	6	0.3
Cc1c(Cl)cccc1-c1ccc(CNCc2ccccn2)o1	18	7.9*	117	12	0	5	18	-60	-2.2
COc1ccc(-n2c(SCC(=O)Nc3ccc(C(=O)O)cc3)nnc2-c2cccs2)cc1	-40	0.1	103	0	0	24	6	64*	-5.2
Cc1cccc(C(=O)NCCNc2nc3cc(C)c(C)cc3cc2C)c1	22	-0.3	107	7	-5	3	-19	-34	-2.6

(list continues)
SMILES	FID counter	VIM-2 inh	MEKK2 WT-MEK5	MEKK2 mut-MEK5	PfM18AAP inh	NALP1 inh	SUMO HTRF inh	HCV NS3 hel inh	IMP-1 inhibitor
COc1ccc(OC)c(S(=O)(=O)n2nnc3cc(Cl)ccc32)c1	1	-1.1	94	-5	-1	25	20	1	-0.7
COc1ccc(CNC(=O)C2CCN(S(=O)(=O)N3CC(C)CC(C)C3)CC2)cc1 (stereo not drawn)	-36	-3.1	101	2	-7	-3	8	-2	-1.9
COc1ccc(OCC(=O)N2N=C(C(F)F)CC2(O)C(F)F)cc1 (stereo not drawn)	-3	-0.7	105	0	-8	20	4	-20	-2.3
COc1ccccc1C(=O)Nc1ccc(OCc2nnc3c4ccccc4c(C)nn23)cc1	-7	-4.4	87	-1	-2	49	3	-11	-2.0
S=c1[nH]nc(-c2ccn[nH]2)n1-c1ccccc1Cl	-3	17*	100	-3	-7	.	18	-1	-4.2
COc1cccc(C(=O)Nc2ccc(C)cc2)c1	-1	0.4	87	-9	8	9	-19	3	-0.6
Cc1cc(C)cc(NC(=O)N2CCC(NC(=O)c3ccco3)CC2)c1	-17	0.2	100	-2	-15	24	14	-11	-0.4
O=c1[nH][nH]c(C(F)(F)F)c1C=NCc1cccs1	0	-3.9	95	-2	-5	-1	11	11	-2.1
CC1(C)CC(=O)C=C(NCCc2ccc(S(N)(=O)=O)cc2)C1	-9	-3.8	104	2	4	5	1	0	-3.1
COc1ccc(C(C)=O)c2c1OCCO2	1	-2.4	112	12	-2	4	23	-3	-3.2
CC1(C)SC2c3ccccc3C(=O)N2[C@@H]1C(=O)NC1CC1 (stereo partly drawn)	-2	-0.2	105	4	-6	5	.	3	-2.0
O=C(COc1ccccc1)NNC(=S)NC(=O)c1ccc(Cl)cc1Cl	-3	-4.5	103	4	5	6	0	-1	-0.1
FC(F)(F)c1ccc(N2CCOCC2)c(Nc2nc3ccccc3n3cnnc23)c1	-4	-1.2	103	5	-5	22	-2	1	-1.8
O=C(CN1C(=O)COc2ccc(S(=O)(=O)N3CCCCC3)cc21)NCc1ccc(Cl)cc1	-37	-4.7	101	2	4	6	.	-9	-2.2
CC1=NNC(=O)C1CC(=O)N/N=C(/C)c1cccc([N+](=O)[O-])c1 (stereo not drawn)	-3	-1.3	90	-13	-8	-9	7	4	-1.3
CCc1ccc(NC(=O)C(=O)NCC2CCCO2)cc1 (stereo not drawn)	-5	-0.5	100	-3	-3	-30	-4	6	-1.6
CCOC(=O)C1(CCOc2ccccc2)CCN(Cc2ccc(NC(C)=O)cc2)CC1	14	-4.7	104	3	1	4	13	-5	-2.9
COc1ccc(C2C(C#N)=C(N)OC3=C2C(=O)CC(C)(C)C3)c(OC)c1OC (stereo not drawn)	-6	-4.3	112	6	-3	-5	19	-1	-2.6
COc1ccc(Cl)cc1Nc1nc(N)c2ccccc2n1	37*	-2.1	124	10	2	22	-3	-21	-0.8
COc1ccc(C(c2nnnn2CCc2ccccc2)N2CCN(C3CCCC3)CC2)cc1 (stereo not drawn)	27	-0.6	110	6	7	7	-2	-9	-1.0
CCC(C)c1ccccc1NC(=O)C(C)N(C)Cc1cccc(OC)c1 (stereo not drawn)	-10	-3.4	100	-2	-1	-4	5	-2	-2.9
N#Cc1ccccc1CSc1nc2ncc(Br)cc2[nH]1	-3	-2.3	100	5	-5	4	-5	-4	-3.8
Cc1cccc(N/C(N)=N/c2nc3c(c(=O)[nH]2)CCCC3)c1	-5	-0.5	94	-4	1	3	-21	-5	-1.2
CNc1cc(C)nc(N2CCOCC2)n1	-1	-1.9	100	2	-3	22	10	3	-2.1
O=Cc1ccc(N2CCCCC2)cc1	-1	0.7	92	-12	-1	-2	6	-1	-2.1

(cont.)
SMILES	FID counter	VIM-2 inh	MEKK2 WT-MEK5	MEKK2 mut-MEK5	PfM18AAP inh	NALP1 inh	SUMO HTRF inh	HCV NS3 hel inh	IMP-1 inhibitor
COCCSc1ccccc1C(=O)N1CCCC(C)C1 (stereo not drawn)	-9	-2.7	97	1	2	19	16	-5	-3.4
Cc1nnc(SCc2cc(=O)[nH]c(N3CCCCC3)n2)s1	-2	-3.3	104	6	2	.	.	11	-3.8
Cc1cccc(N2CCN(C(=O)c3ccc4ncsc4c3)CC2)c1C	-38	-4.0	.	.	4	1	14	1	-4.1
Cc1c(Cl)cccc1NC(=S)NCCc1ccc(C(F)(F)F)cc1	-6	-2.1	106	-1	-14	4	-2	-8	-4.0
COc1ccc(N=Cc2nc(-c3ccco3)oc2O)cc1	-1	-7.2	94	2	6	7	-38	-2	-4.8
NC(=O)C1CCN(C(=O)/C=C/c2ccco2)CC1	-1	-3.3	96	-3	-1	14	2	-2	-1.3
O=C(O)Cn1c(=O)c2c3c(sc2n(Cc2ccc(Cl)cc2Cl)c1=O)CCCC3	-2	-3.2	99	-4	2	-9	-8	-7	-2.8
CCOc1ccccc1NC(=O)CNC(=O)CNC(=O)Cc1ccccc1	-5	-2.2	99	4	2	3	0	-6	-3.1
CC(/C=N/NC(=O)Cc1cccn1C)=C\c1ccccc1	-8	-0.1	103	4	2	36	-4	24	-2.0
O=C(O)CN1C(=O)/C(=C\c2cccc(OC(=O)c3ccco3)c2)SC1=S	-8	6.2	101	-3	-2	17	-3	16	1.6
CCCC[n+]1c(C)sc2ccc(C)cc21	-12	-4.2	90	-8	7	2	7	-5	-1.9
O=C1CSC(=S)N1/N=C/c1cccc(C(F)(F)F)c1	-21	-1.9	92	-2	40*	-9	2	28	8.9*
COc1cccc(-c2nnc(SCC(=O)Nc3ccc(OC)c(OC)c3)n2N)c1	-4	-2.3	93	-2	3	-3	-10	-1	-4.9
CCc1cc2c(=O)c(Oc3ccccc3)c(C)oc2cc1O	-3	-1.5	104	-1	-2	3	42	2	-5.8
O=C(COc1ccc(S(=O)(=O)NCc2ccccc2)cc1)N1CCOCC1	-5	-1.1	103	-3	-3	-14	-15	2	-1.7
O=C(CSc1nc2ccccc2o1)N1CCN(c2ccccc2)CC1	-10	-1.1	105	2	-5	.	2	2	-7.6
O=C(CC1NC2CCCCC2NC1=O)Nc1cccc(C(F)(F)F)c1 (stereo not drawn)	-5	0.3	101	2	-13	18	-7	8	-1.9
Cc1c(NC(=O)c2cc(-c3ccccc3)on2)c(=O)n(-c2ccccc2)n1C	-13	-1.6	101	0	-6	-3	17	9	-2.2
O=C1c2ccccc2C(=O)c2cc(NC(=O)C3CC3)ccc21	2	0.6	98	-1	-14	46	-5	6	-0.2
Nc1cccc(Oc2ccc3c(c2)C(=O)NC3=O)c1	-4	-2.6	97	-4	2	8	-1	1	-1.8
CCCNC(=O)[C@@H]1CCCN1C(=O)[C@@H]1Cc2ccccc2CN1	-5	-3.2	103	-8	1	9	4	12	-4.3

For reference, 4 of the compounds above:
SMILES	FID counter	VIM-2 inh	MEKK2 WT-MEK5	MEKK2 mut-MEK5	PfM18AAP inh	NALP1 inh	SUMO HTRF inh	HCV NS3 hel inh	IMP-1 inhibitor
CCCC[n+]1c(C)sc2ccc(C)cc21	-12	-4.2	90	-8	7	2	7	-5	-1.9
O=C1CSC(=S)N1/N=C/c1cccc(C(F)(F)F)c1	-21	-1.9	92	-2	40*	-9	2	28	8.9*
COc1cccc(-c2nnc(SCC(=O)Nc3ccc(OC)c(OC)c3)n2N)c1	-4	-2.3	93	-2	3	-3	-10	-1	-4.9
CCc1cc2c(=O)c(Oc3ccccc3)c(C)oc2cc1O	-3	-1.5	104	-1	-2	3	42	2	-5.8

Bioassay records from PubChem.
